MT stabilizer: microtubule stabilizers in HeLa cells; % tubulin-high responders, % at 10 µM; AID 2205; 200,000 compounds, 0.83% hits; HeLa tubulin immunostaining HCS, 24 h; share of cells brighter than vehicle mean+2SD;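 active = plate Z-score above 3 for both tubulin-high and condensed-nucleus cell shares, with cell loss under 80%, at 10 µM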;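 note: anti alpha tubulin signal scored within the nucleus-defined area of each cell; some results filed as inactive read as strong as hits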
Dynein transport: blocks dynein driven cargo transport along microtubules; 3617.4 mouse cells, GR-EGFP nuclear translocation imaging; test concentration mostly 20 µM; stimulated with dexamethasone, 1 µM; active compounds read low; z-score, hits read low; AID 1381; 220,000 compounds, 0.47% hits;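 active = plate z-score of nuclear minus cytoplasmic receptor signal below a set negative limit, without overly bright fluorescence or cell loss, cut at about -3.5 in these data, passing the limit was not always enough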;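 note: z-score of nuclear minus cytoplasmic ring GR-EGFP intensity difference per well; some compounds called inactive have numbers as strong as hits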
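Buffer or medium: tet-free, stripped-serum medium; Also added: dexamethasone, 1.0 µM final; Technique: high-content fluorescence imaging after fixation; Times: 48 h induction, 1 h compound, 30 min dex at 37 °C; Read-out: per-cell GR-EGFP intensity, nucleus versus surrounding cytoplasmic ring, well-averaged.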
HIV peptide binding: cell-free HIV fusion peptide-binding blockers – biochemical, uHTS, fluorescence dequenching, primary screen (AID 1986). cell-free peptide binding, fluorescence dequenching, 30 min; higher % means a stronger effect. inhibition, % at 20 µM; hits with a dose series show IC50 in µM. 290,000 compounds, 0.3% hits; in the data active = inhibition mostly above about 52%, no sharp cut-off; inactive = mostly below about 76%; note: some results filed as inactive read as strong as hits
Ins promoter up: MIN6 insulin promoter up-regulation. MIN6 insulin promoter-GFP reporter, high-content imaging; active compounds read high. z-score at 5 µM. 190,000 compounds, 0.3% hits;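 active = z-score above 3 at 5 µM with at least 500 cells counted in the well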
WT yeast gro inh: growth inhibition of WT yeast, mitochondrial fusion screen. 190,000 compounds, 2.1% hits. mitochondrial fusion phenotypic screen, WT strain. inhibition, % at 10 µM; in the data active = inhibition above about 58%; tested in S. cerevisiae
Autophagy mod: modulators of autophagy | MEF GFP-LC3 puncta imaging; test concentration mostly 10 µM | calls only at 10 µM (by protocol) | 190,000 compounds, 0.98% hits | AID 463193;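 active = percentage of spot-positive cells more than 3 SD above its plate mean, without a fluorescence outlier flag or 80% toxicity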;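 note: spot-positive cell cutoff set from DMSO-treated cells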
b-catenin transl: modulators of beta-catenin nuclear translocation; HeLa beta-catenin nuclear translocation, immunofluorescence imaging; nuclear translocation activity, % at 5 µM; AID 1665; 190,000 compounds, 0.3% hits;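 active = nuclear translocation activity above 50% at 5 µM, with a well cell count of 50 or more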;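 note: per-cell ratio of nuclear to cytoplasmic median beta-catenin stain intensity; plate controls were DMSO negative control for no effect and GSK-3 inhibitor IX positive control for full effect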
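Signal – beta-catenin immunofluorescence imaging with DAPI · Test system – human HeLa cell line · Dosing – 5 µM primary single dose, 0.1% DMSO, 0.02–20 µM confirmation series · Measure – % activation, nuclear-to-cytoplasmic median beta-catenin signal ratio per cell · Incubation – 24 h compound exposure at 37°C, 5% CO2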
Yfh1-depleted yeast: mitochondrial function rescue without frataxin homolog – Friedreich's ataxia, plus single-dose screen, dose response (AID 1465); S. cerevisiae Yfh1-off respiration, WST-1 reduction, 72 h; higher fold induction means a stronger effect; fold induction at 50 µM; hits with a dose series show EC50 in µM; 220,000 compounds, 0.074% hits;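 active = fold induction of absorbance versus untreated yeast above a set limit, then at least 30% activation at any dose in follow-up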;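 note: activators that raise dye reduction in frataxin-depleted yeast; strong numbers were not always called active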
AID2073: inhibitors of Mint1-CaV2.2 protein interaction, biochemical, HTRF (AID 2073) | HTRF protein-protein interaction, Mint1-CaV2.2; higher % means a stronger effect | one-dose inhibition, % at 20 µM; IC50 in µM for titrated hits | 290,000 compounds, 0.19% hits; in the data active = inhibition mostly above about 51%, no sharp cut-off; note: some results filed as inactive read as strong as hits
WT yeast gro inh mutant strain: further read-out of WT yeast gro inh, marked with its call; inhibition, %; mitochondrial fusion phenotypic screen, mutant strain inhibition
Dynein transport cytoplasmic EGFP: second read-out of Dynein transport, no call of its own (marks repeat the call); z-score; measured here: cytoplasmic GR-EGFP intensity; active compounds read high
Dynein transport nuclear GR-EGFP: further read-out of Dynein transport, marked with its call; z-score; measured here: nuclear GR-EGFP intensity;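 lower value marks the stronger effect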
Dynein transport cell count: recorded beside Dynein transport, whose call it bears; z-score; measured here: cell count per field
Ins promoter up cell count: also measured in Ins promoter up; calls as there; cell count; measured here: cytotoxicity, nuclei count;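 total cells summed across four imaged fields per well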
b-catenin transl cell count 5 µM: second read-out of b-catenin transl, no call of its own (marks repeat the call); cell count; measured here: cell count, cytotoxicity flag
MT stabilizer Hoechst-high %: further read-out of MT stabilizer, marked with its call; % Hoechst-high responders; measured here: nuclear condensation Hoechst responders;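 share of cells brighter than vehicle mean plus two SD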
MT stabilizer cytotoxicity %: second read-out of MT stabilizer, no call of its own (marks repeat the call); toxicity, %; measured here: cytotoxicity by cell density;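 0% = mean cell density of plate MIN control wells and 100% = no cells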
Autophagy mod cell loss 18 h: recorded beside Autophagy mod, whose call it bears; toxicity, %; measured here: cell loss, nuclei count;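 cell loss after 18 h compound exposure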
An asterisk follows results filed as active; i = inactive; / = no result given; + = active, no number.

SMILES	MT stabilizer	MT stabilizer Hoechst-high %	MT stabilizer cytotoxicity %	Dynein transport	Dynein transport cytoplasmic EGFP	Dynein transport nuclear GR-EGFP	Dynein transport cell count	HIV peptide binding	Ins promoter up	Ins promoter up cell count	WT yeast gro inh	WT yeast gro inh mutant strain	Autophagy mod	Autophagy mod cell loss 18 h	b-catenin transl	b-catenin transl cell count 5 µM	Yfh1-depleted yeast	AID2073
CC(C)COc1ccc(C(=O)NC(Cc2c[nH]c3ccccc23)C(=O)NN)cc1 (stereo not drawn)	/	/	/	0.3	-0.25	0.04	-0.051	0.6%	0.3	1068	/	/	/	/	-0.4	1377	i	-2%
COc1ccc(-c2ncncc2-c2csc(C)n2)c(O)c1	3.6	2.1	8.7	-0.17	-0.25	-0.22	1.5	-1.7%	0.24	1225	6	11	+	15*	-0.4	1041	i	23%
O=S(=O)(NCC1CCCO1)c1ccc(S(=O)(=O)N2CCCC2)cc1 (stereo not drawn)	2.6	1.7	11	1.4	-0.065	1.1	-1.4	-3.8%	-0.16	1469	-1	-20	i	3	0.6	1376	i	9%
CC(=O)Oc1c(S(=O)(=O)c2ccccc2)c(C)nn1C(C)(C)C	1.9	1.0	3.3	0.22	-0.25	0.084	0.1	0.9%	-0.09	1932	2	2	i	-9	-0.1	1039	i	1%
NCCSc1c(-c2ccc(F)cc2)[nH]c2ccccc12	/	/	/	-0.58	-0.22	-0.32	0.29	-1.8%	-0.33	964	/	/	/	/	0.3	1275	i	3%
CCN(CC)S(=O)(=O)c1cc(NC(=O)COC(=O)CCc2nc3ccccc3s2)ccc1C	2.6	1.5	10	-0.94	-0.21	0.09	1.6	1.2%	0.05	1205	-3	9	i	4	-1.8	1196	i	-12%
Cc1cccc(-n2ncc3c(NCCc4ccc(S(N)(=O)=O)cc4)ncnc32)c1	9.5	3.5	8.8	0.11	-0.16	0.3	0.37	2.9%	-0.9	943	-2	6	i	1	/	/	i	12%
O=C1CC(c2cccc(F)c2)C2=C(CCCC2=O)N1 (stereo not drawn)	2.7	1.9	1.7	-0.56	-0.21	-0.11	0.86	22%	-0.51	1401	0	-27	i	0	-1.0	1372	i	-5%
Cc1cc(C)n(-c2ccc(C(=O)NC(C)C)cc2)n1	9.3	1.8	17	4.3	-0.03	2.8	-2.7	-1.3%	0.81	1313	-1	-1	i	-26	-5.5	892	i	2%
Cc1[nH]c2ccccc2c1/C=N/NC(=O)c1cccc(S(=O)(=O)Nc2cccc(C(F)(F)F)c2)c1	1.6	3.0	1.1	-1.1	-0.21	-0.75	0.081	12%	/	/	-36	9	i	-6	0.8	1542	i	28%
CC(NC(=O)c1ccccc1)c1nc2ccccc2n1Cc1ccccc1F (stereo not drawn)	2.1	1.4	9.5	-0.42	-0.26	-0.93	0.31	-1.7%	-0.85	1588	-5	7	i	2	0.6	1299	/	2%
CCOc1ccc(NC(=O)CNC(=O)c2cn(-c3ccccc3OC)c(=O)c3ccccc23)cc1	1.8	1.0	4.4	0.75	-0.17	0.086	0.37	3.7%	-0.22	996	7	2	i	-6	/	/	i	10%
COc1cc([N+](=O)[O-])cc(/C=N/NC(=O)c2cccnc2)c1O	/	/	/	-0.055	-0.23	-0.055	0.32	3.2%	0.89	1443	/	/	/	/	-2.0	1357	i	9%
Cc1ccc(CNC(=O)/C=C/c2ccc(S(=O)(=O)NCc3ccco3)cc2)cc1	0.8	1.9	8.9	0.65	-0.083	1.2	-1.5	3.6%	-0.02	1229	-3	-11	i	11	0.4	984	i	8%
C/C(CCN1CCCCc2nc(C)c(C)cc21)=N\O[C@@H](C)c1cn([C@H](CO)Cc2ccccc2)nn1	2.3	3.0	13	-0.041	-0.035	0.31	0.46	3.2%	0.75	1096	-2	-6	i	-36	-5.0	578	i	1%
CCOc1cc(/C=N/NC(=O)C(=O)NC2CC2)cc(Br)c1O	4.6	1.8	4.9	-0.63	-0.26	-0.053	0.23	1.3%	0.37	1487	21	10	i	-2	-2.6	1152	i	-3%
O=C(CSc1ccc(-c2ccco2)nn1)NCc1ccccc1	4.8	3.4	9.7	0.085	-0.26	0.094	0.29	19%	-0.29	1532	-10	-5	i	4	-0.4	1082	i	18%
CCOc1ccc(-n2c(SCc3ccc(C#N)cc3)nnc2-c2cccnc2)cc1	4.7	3.6	8.9	1.9	-0.06	1.6	-2.5	1.3%	/	/	7	82	i	4	/	/	i	8%
CC1(C)Cc2c(c(N3CCOCC3)nc3sc4c(N5CCOCC5)nnnc4c23)CS1	2.3	1.6	5.9	0.59	-0.18	0.71	0.3	-1.4%	-0.38	1955	-1	14	i	17	-0.8	1110	/	0%
Fc1ccc(Oc2ncccn2)c(F)c1	4.2	2.5	10	2.8	-0.2	1.1	-1.8	0.6%	-0.08	1280	0	2	i	-3	-4.2	575	i	-6%

Next part; the last 3 above are carried over.
SMILES	MT stabilizer	MT stabilizer Hoechst-high %	MT stabilizer cytotoxicity %	Dynein transport	Dynein transport cytoplasmic EGFP	Dynein transport nuclear GR-EGFP	Dynein transport cell count	HIV peptide binding	Ins promoter up	Ins promoter up cell count	WT yeast gro inh	WT yeast gro inh mutant strain	Autophagy mod	Autophagy mod cell loss 18 h	b-catenin transl	b-catenin transl cell count 5 µM	Yfh1-depleted yeast	AID2073
CCOc1ccc(-n2c(SCc3ccc(C#N)cc3)nnc2-c2cccnc2)cc1	4.7	3.6	8.9	1.9	-0.06	1.6	-2.5	1.3%	/	/	7	82	i	4	/	/	i	8%
CC1(C)Cc2c(c(N3CCOCC3)nc3sc4c(N5CCOCC5)nnnc4c23)CS1	2.3	1.6	5.9	0.59	-0.18	0.71	0.3	-1.4%	-0.38	1955	-1	14	i	17	-0.8	1110	/	0%
Fc1ccc(Oc2ncccn2)c(F)c1	4.2	2.5	10	2.8	-0.2	1.1	-1.8	0.6%	-0.08	1280	0	2	i	-3	-4.2	575	i	-6%
CCOc1ccc2c(c1)C(c1ccc(C)cc1)=NNC(c1ccc(OC)cc1)=N2	4.7	2.4	0.8	0.41	0.62	0.18	0.13	-1.9%	-0.32	891	51	37	i	-9	-4.5	1224	i	6%
COCCn1c(CCc2ccccc2)n[nH]c1=S	2.5	0.6	7.2	0.3	-0.23	0.19	0.38	-1.1%	-0.05	1644	-4	2	i	-4	5.6	965	i	-8%
O=C(COc1ccc(C(=S)N2CCOCC2)cc1)Nc1ccccc1C(F)(F)F	4.8	1.5	3.0	1.9	-0.17	1.4	-1	0.2%	/	/	-2	-13	i	26	-0.9	992	i	-11%
COc1cc(CC(=O)NCC2COc3ccccc3O2)cc(OC)c1OC (stereo not drawn)	3.9	2.1	8.6	-0.07	-0.28	0.24	-0.42	-0.4%	0.13	1272	-9	7	i	4	-3.0	1122	i	-6%
Oc1ccc(Br)cc1/C=N/N1CCN(Cc2cccc3ccccc23)CC1	/	/	/	-0.94	-0.24	-0.85	0.55	0.8%	-0.73	1044	/	/	/	/	-0.1	1311	i	11%
Nc1ncc2c(n1)-c1cc(Cl)ccc1SC2	2.2	3.0	6.5	-0.83	-0.22	-0.3	0.66	0.5%	0.91	1467	1	0	i	-44	-1.3	952	i	13%
CCOC(=O)C(C)c1n[nH]c(=O)c2ccccc12 (stereo not drawn)	3.0	1.1	3.8	1.8	0.18	1.5	-3.4	-2.9%	0.69	1265	-7	-5	i	6	/	/	i	-2%
COC(=O)c1ccccc1-c1ccc(/C=N/NC(=O)c2cc3ccccc3o2)o1	4.9	2.1	2.5	2.1	-0.18	1.1	-1.6	-3.2%	0.06	1244	38	18	i	6	-1.8	1029	i	24%
C/C(=N\NC(=O)c1cccc(Br)c1)c1cccc(NC(=O)c2ccc(C)o2)c1	3.5	1.9	7.6	0.61	-0.23	0.65	0.21	-0.5%	-0.92	1414	-5	-11	i	-22	-0.4	1456	i	10%
Cn1cnnc1SCC(=O)c1ccco1	3.9	2.8	2.6	-0.9	-0.31	-0.23	0.11	0.9%	0.1	1203	1	1	i	-15	0.1	1108	i	-6%
Cc1cc(C)c(S(=O)(=O)NCC2CCC(C(=O)NCc3ccccn3)CC2)c(C)c1 (stereo not drawn)	4.2	1.5	6.7	-0.47	-0.12	-0.026	0.36	-1.8%	2.5	1307	-11	-1	i	30	0.2	1084	i	-17%
O=C(NC1CCCCC1)c1noc2c1CCCCC2	2.2	1.6	7.0	-1.6	-0.28	-0.097	0.61	2.5%	-0.46	1864	-19	-27	i	15	-1.6	1069	i	37%
Cc1ccc(-n2c(C)cc(C(=O)CSc3n[nH]c(N)n3)c2C)cc1	3.2	2.2	4.2	0.55	-0.15	1.3	-0.098	-2.8%	-0.64	1555	20	-2	i	7	2.0	1310	i	27%
CNC(=O)c1ccsc1NC(=O)CN1C(=O)CCC1=O	/	/	/	-0.23	-0.76	0.23	0.084	-1.1%	1.7	528	23	1	/	/	-1.2	1166	i	20%
CCn1ncc(C2=NOC(C(=O)N3CCN(c4ccccc4)CC3)C2)c1C (stereo not drawn)	3.4	3.7	10	0.57	-0.2	0.65	0.17	-1.2%	-0.18	1492	-7	6	i	4	0.5	1456	i	1%
COc1ccccc1NC(=O)CNC(=O)c1ccc(F)cc1	2.2	1.6	9.3	-0.63	-0.2	-0.69	-0.14	1.8%	0.3	1182	0	2	i	-1	0.4	1178	i	2%
COCc1cc(C)n(CC(=O)Nc2ccccc2OC)c(=O)c1C#N	3.7	2.3	7.4	-0.93	-0.11	-0.32	1.1	-2.6%	/	/	-2	-11	i	-20	-3.5	1034	i	2%

Assay outcomes (PubChem)
